# Bioassay records deposited in PubChem by National Center for Advancing Translational Sciences (NCATS).
# p53ts 39C tox: kills p53ts cells at the nonpermissive temperature; AID 902; 130,000 compounds, 1.5% hits; Potency, µM (top dose mostly 46.1 µM), inactives show at the top dose activity change, negative = cell killing, actives largely listed as cytotoxic; H1299-p53A138V viability at 39C, ATP luminescence, 24 h; further: nearly all actives have a fitted effect of over 55% in size
# IkB sig inh: IkB pathway inhibition in ABC-DLBCL cells. ABC-DLBCL IkBa-CBG/CBR dual luciferase ratio, 4 h; response scale: scaled: untreated 0%, proteasome inhibitor 100%. Potency, µM (titrated, usually from 57.1 µM), for the others: at the top dose IkBa stabilization activation. 110,000 compounds, 0.04% hits. AID 445; active means well fitted curve in the direction sought with a large enough effect in the signal ratio, not every such curve was filed as active; inconclusive means small, poorly fitted or top-dose-only effect, or a change in a side signal; the % refers to the signal ratio;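 further: the direction sought is a rising ratio; 0% = basal untreated cells and 100% = reference inhibitor full response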
#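 Luminescence ratio of IκBα-fused green versus native red beetle luciferase in OCI-Ly3 cells, 4 h post-doxycycline with compound; red signal alone, scaled from basal (0%) to zero light (-100%), flagged nonspecific or cytotoxic effects.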
# Peg3 imprint: genomic imprint erasure induction; mouse ES Peg3-LacZ reporter, beta-gal luminescence, 40 h; Potency, µM (doses to about 60.7 µM), inactives show at the top dose activity change, positive = activation, most hits filed as activators; 110,000 compounds, 0.02% hits; AID 1948;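 further: 0% = negative control wells on the plate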
#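 Each well holds 300 Peg3LacZ-Neo (maternal) female ES cells incubated 40 h at 37C, 5% CO2. LacZ is measured by BetaGlo luminescence, with AC50 and maximum efficacy derived from dose-response curves.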
# p53ts 32C tox: cytotoxicity in p53ts cells at permissive temperature; H1299-p53A138V at 32C, ATP luminescence viability, 24 h; Potency, µM (series often up to 46.1 µM), without a hit: at the top dose activity change, negative = cytotoxicity, actives largely listed as cytotoxic; 130,000 compounds, 0.93% hits; AID 924;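 further: 0% = DMSO and -100% = full killing by reference compound; nearly all actives have a fitted effect of over 55% in size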
#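 Cells: H1299 p53ts (A138V), 600/well, pre-incubated 16–30 h at 37C. Cpd up to 46 uM, 24 h, 32C. Readout: ATPlite luminescence, 20 min RT. Normalization: DMSO vs tamoxifen 100 uM. AC50 by Hill equation.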
# An asterisk follows results filed as active; ? = inconclusive; . = not tested or not shown; & = joins results of further samples; [ ] = remark or other dose. Unless noted, the call rests on the fitted dose curve; in most records, active means well fitted curve in the direction sought with a large enough effect; inconclusive means small, poorly fitted or top-dose-only effect, or another doubt; inactive means no such curve, though single readings can be large; an effect the other way counts as inactive or inconclusive. Unless noted, on the % scale 0 is the no-effect control and ±100 the full control effect; potency means the concentration at half of the fitted maximal effect.
SMILES,p53ts 39C tox,IkB sig inh,Peg3 imprint,p53ts 32C tox
COc1ccc(CCNC(=O)CCCCn2c(=O)c3ccccc3n(Cc3ccccc3Cl)c2=O)cc1OC,1%,-0.2%,-16%[10.9 µM],11%
COC(=O)CC1C(C)(C)C(OC(C)=O)[C@@]2(O)C=C3C4CC(=O)OC(c5ccoc5)[C@]4(C)CCC3[C@@]1(C)C2=O (stereo partly drawn),1%,.,-4%,-9%
CCOC1(OCC)N=C(N)C2(C#N)C(c3ccc(NC(C)=O)cc3)C12C#N (stereo not drawn),-8%,0.9%,-10%,1%
CCC1=C(C[C@H]2NCCc3ccccc32)C[C@@H]2c3cc(OC)c(OC)cc3CCN2C1,-14%[9.22 µM],?,-52%[inhibitor][10.9 µM],11%[9.22 µM]
COc1ccc(OC)c(CCNC(=O)c2c(C)oc3ncn(C)c(=O)c23)c1,16%,?,-9%[10.9 µM],-7%
O=C(CSc1nnc(CNc2ccc(F)cc2)n1CC1CCCO1)Nc1ccccc1 (stereo not drawn),21%,.,.,7%
COc1ccccc1-c1nc(C#N)c(N2CCN(C(c3ccccc3)c3ccccc3)CC2)o1,0%,1.4%,-2%,3%
COc1ccccc1NC(=O)CC(NC1CCCCC1)C(=O)O (stereo not drawn),-11%,.,.,7%
COc1ccc(NC(=O)CSc2nnc(-c3ccccc3C)n2N)cc1OC,8%,1.2%,-4%,-1%
O=C(NCc1cccs1)C1CCC(CNS(=O)(=O)c2cccs2)CC1 (stereo not drawn),-5%,1.0%,-10%,?
N#Cc1c(-n2ncnc2-c2ccccc2Cl)sc2c1CCCCC2,-13%,7.6%,-5%[10.9 µM],-12%
O=C(CCCn1c(=O)[nH]c2ccccc2c1=O)NC1CCCCCC1,-9%,-1.9%,-6%,2%
O=C(Nc1nnc(C23CC4CC(CC(C4)C2)C3)s1)c1ccco1,-29%,-3.0%,-4%,-21%
Cc1ccc(CN(Cc2cccn2-c2nnc(N3CCCC3=O)s2)C(=O)Nc2cc(C)cc(C)c2)cc1,0%,?,-17%[10.9 µM],4%
COc1ccc(C2=NS(=O)(=O)N(C)C(C(=O)Nc3cc(C)ccc3O)=C2)cc1OC,-11%,1.8%,-6%[10.9 µM],-9%
CCOC(=O)C1=C(CS(=O)(=O)c2ccc(Br)cc2)NC(=O)NC1c1ccccc1 (stereo not drawn),-17%,?,4%[10.9 µM],1%
Cc1ccc(C)c(N2CCN(C(=O)c3cnn(C(C)(C)C)c3C3CCN(C(=O)OC(C)(C)C)CC3)CC2)c1,-11%,-0.4%,-8%[10.9 µM],-6%
COCCn1c(=O)c(-c2cccs2)nc2cnc(N3CCNCC3)nc21,-23%,-7.8%[11.4 µM],-34%[inhibitor],-21%
CCN1C(=O)C2C(c3ccccc3F)NC(Cc3ccc(O)cc3)(C(=O)OC)C2C1=O (stereo not drawn),-10%,-0.3%,-9%,-8%
CCc1ccc(NS(=O)(=O)c2ccc3[nH]cc(C(=O)NCCc4cccc(C)c4)c(=O)c3c2)cc1,15%,-1.6%,-5%[10.9 µM],8%
Cc1cccc(NC(=O)CSc2cc(C)c3ccccc3n2)c1,-20%,?,-1%[10.9 µM],?
CCCCCCC1CC(C)(C(=O)CNc2nncs2)OC1=O (stereo not drawn),-9%,.,.,-3%
COC(=O)c1c(NC(=O)c2ccccc2C(=O)O)sc2c1CCCC2,32%[activator],?,-4%[10.9 µM],1%
COc1cccc(NC(=O)Cn2nnc(C(=O)Nc3ccccc3)c2N)c1,-6%,-1.2%,-8%,-7%
CCCCOC(=O)C1Cc2ccccc2C(=O)O1 (stereo not drawn),10%,-0.8%,11%,-6%

# Additional entries
SMILES,p53ts 39C tox,IkB sig inh,Peg3 imprint,p53ts 32C tox
COc1cccc(N2CCN(c3ncnc4c3c(-c3ccccc3)cn4-c3ccc(C)cc3)CC2)c1,-22%,-1.7%,-1%[10.9 µM],-1%
COc1cc(NC(=O)CCc2c(C)nn(-c3ccc4nncn4n3)c2C)cc(OC)c1OC,-23%,0.6%,7%[10.9 µM],12%
O=C(Cn1cnc2c(cnn2-c2ccc(F)cc2)c1=O)N1CCCc2ccccc21,33%[activator],?,-6%,-2%
CCOC(=O)c1ccc(NC(=O)c2nn(C)c3c2COc2ccccc2-3)cc1,28%,?,-14%[10.9 µM],-1%
CCOC(=O)c1c(S(=O)(=O)NCC(=O)Nc2ccc(F)cc2C)c(C)n(C)c1C,-22%,-0.9%,-9%[10.9 µM],12%
CCCCC(=O)Nc1ccc2c(c1)nc1n2CCSC1,?,-3.2%,-15%,?
COc1cc(NC(=O)CCCc2nnc3n(C)c(=O)c4sccc4n23)cc(OC)c1OC,-6%,2.1%,-6%[10.9 µM],-2%
Oc1c(C(c2ccc(Cl)cc2)N2CCOCC2)sc2nc(-c3ccco3)nn12 (stereo not drawn),-10%,1.0%,6%[10.9 µM],12%
Cc1ccc(C(=O)NCc2cccs2)cc1S(=O)(=O)N1CCCCC1,3%,1.5%,?,3%
CCc1cccc(CC)c1NC(=O)COn1nnc2ccc(C(F)(F)F)cc21,13%,.,.,2%
COc1ccc(-c2nn3c(-c4cccc(C)c4)nnc3s2)cc1OC,4%,-2.6%,-1%,6%
Cc1ccc(-c2csc3nnc(SCC(=O)Nc4cccc(C)n4)n23)cc1,-5%,?,-9%,5%
c1ccc2cc(NCNc3ccc4ccccc4c3)ccc2c1,-4%[9.22 µM],6.6%[11.4 µM],-9%[10.9 µM],-7%[9.22 µM]
Cc1cc2c(c(C)nn2-c2ccccc2)c(=O)o1,-3%,-0.2%,-1%,7%
CCOC(=O)Cc1csc(NC(=O)CCN2C(=O)c3ccccc3C2=O)n1,6%,2.6%,4%,5%
O=C1c2cccnc2C(O)N1Cc1cccs1 (stereo not drawn),7%,2.8%,-5%,5%
Cc1sc2nc(SCC(=O)NCc3ccco3)[nH]c(=O)c2c1C,4%,2.3%,?,4%
COc1ccc(C(=O)CSc2nc(C)cc(=O)[nH]2)cc1,2%,.,.,-10%
CCn1c(O)c(/C=N/n2cnnc2)sc1=S,8%,0.4%,-12%,5%
COCc1nn2cc(-c3ccc(C)cc3)nc2s1,13µM*,15%,-24%[10.9 µM],10µM*
Cc1ccc(-n2nc(CO)c(C(=O)NC(C)CCCc3ccccc3)n2)cc1C (stereo not drawn),-19%,?,-12%[10.9 µM],13%
CC(NC(=O)c1ccc(S(=O)(=O)N(C)C)cc1)c1ccccc1 (stereo not drawn),7%,-4.7%,-13%,6%
COc1ccc(C(=O)c2cn(Cc3cccc(C)c3)c3cc4c(cc3c2=O)OCO4)cc1,-26%,?,9%[10.9 µM],3%
CCCCOc1ccc(Cn2c(=O)oc3ccc(C)cc32)cc1OC,-7%,?,-9%[10.9 µM],-3%
COc1ccc2nc(NC(=O)c3cccc(OCc4c(C)noc4C)c3)sc2c1,-29%,?,-38%[inhibitor],?

# (further entries)
SMILES,p53ts 39C tox,IkB sig inh,Peg3 imprint,p53ts 32C tox
Cc1ccc(NC(=O)COC(=O)C2CC2C)c(S(=O)(=O)N2CCCCC2)c1 (stereo not drawn),-19%,1.3%,-15%,0%
CCOC(=O)c1cc2c(=O)n3cc(C)ccc3nc2n(Cc2cccnc2)c1=N,-1%,-2.8%,-12%,-2%
COc1ccc(-c2nc(CSc3nncn4c3cc3occc34)c(C)o2)cc1,?,-0.2%,-22%[10.9 µM],4%
COc1cc2c(cc1NC(=O)c1cccnc1)CCCC2,-2%,-1.2%,1%,-1%
O=C(CN1CCC(C(=O)c2ccc(F)cc2)CC1)Nc1ccccc1,-5%,?,-10%,-8%
O=S(=O)(c1cccs1)N1CCc2ccccc21,-6%,1.6%,-14%,-4%
COc1ccc(OCC(=O)Nc2nnc(S(=O)(=O)N3CCCCCC3)s2)cc1,-18%,-1.9%,17%[10.9 µM],-6%
NC1=N[C@H](c2ccc(Cl)cc2)N(c2ccc(S(=O)(=O)Nc3ncccn3)cc2)C(N)=N1,0%[9.22 µM],0.9%[11.4 µM],7%[10.9 µM],15%[9.22 µM]
Cc1ccccc1NC(=O)N1CCc2c(sc3c2CCCC3)C1c1ccccc1 (stereo not drawn),-2%,?,-18%[10.9 µM],6%
CC(=O)c1ccc(NC(=O)C2CCC(CNS(=O)(=O)c3cccs3)CC2)cc1 (stereo not drawn),6%,8.4%,-5%[10.9 µM],2%
COc1ccc(NC(=O)CN2CCN(CC(=O)Nc3ccccc3Cl)CC2)cc1,6%,-0.1%,-11%,13%
Cc1ccc(CNC(=O)Cc2c(C)c3cc4c(C)coc4cc3oc2=O)cc1,-23%,?,8%[10.9 µM],4%
O=c1oc2cc(O)ccc2c2c1CCCC2,-6%,-0.4%,-23%,-11%
O=S(=O)(NCCc1csc2nc(-c3ccc(Cl)cc3)nn12)c1ccc(Oc2ccccc2)cc1,-16%,-3.4%,23%[10.9 µM],12%
COc1ccc(-n2c(CNC(=O)c3cc(OC)c(OC)c(OC)c3)n[nH]c2=S)cc1,-10%,0.3%,-7%,2%
Fc1ccc(-n2ncc3c(Nc4ccc(Oc5ccccc5)cc4)ncnc32)cc1,?,-0.5%,-18%[10.9 µM],-14%
COC(=O)c1ccc(NC(=O)C2CCN(C(=O)c3ccc(F)cc3)CC2)cc1,-1%,-2.4%,-9%[10.9 µM],-2%
COc1ccc(-c2coc3cc(O)ccc3c2=O)cc1,?,2.0%[11.4 µM],-44%&-49%[inhibitor],?
COc1ccc(OC)c(C2=NOC(C(=O)Nc3c(C)n(C)n(-c4ccccc4)c3=O)C2)c1 (stereo not drawn),3%,-1.7%,-13%,1%
Cc1ccc2cccc(NC(=O)c3ccc(OC(C)C)cc3)c2n1,28%,-0.3%,3%[10.9 µM],-1%
COc1cc2nc(C3CCC3)n(NC(=O)COc3ccccc3)c(=O)c2cc1OC,0%,0.2%,-10%,6%
Cc1ccc(Nc2cc(=O)n(C3CCCCC3)c(=O)[nH]2)cc1C,-14%,1.5%,-1%,-9%
O=C(Nc1nnc(C2CCCCC2)s1)c1ccco1,-23%,0.0%,-11%,?
O=C(CC1OC(=O)c2ccccc21)c1ccco1 (stereo not drawn),10%,14%,6%,4%
Cc1nonc1NC(=O)OC1CCCCC1,-5%,3.7%,-18%,8%
CCN(CC)CCNC(=O)c1c2c(nc3ccccc13)C(=O)N(C1CCCCC1)C2,-19%,0.1%,-14%[10.9 µM],-5%
Cc1cc(C)c(NC(=O)c2c(C)oc3c2C2=NCCN2C=N3)c(C)c1,-9%,-4.2%,2%[10.9 µM],-7%

# Structures from the list above that contain two or more sulfur atoms (nine):
SMILES,p53ts 39C tox,IkB sig inh,Peg3 imprint,p53ts 32C tox
O=C(NCc1cccs1)C1CCC(CNS(=O)(=O)c2cccs2)CC1 (stereo not drawn),-5%,1.0%,-10%,?
Cc1ccc(C(=O)NCc2cccs2)cc1S(=O)(=O)N1CCCCC1,3%,1.5%,?,3%
Cc1ccc(-c2csc3nnc(SCC(=O)Nc4cccc(C)n4)n23)cc1,-5%,?,-9%,5%
Cc1sc2nc(SCC(=O)NCc3ccco3)[nH]c(=O)c2c1C,4%,2.3%,?,4%
CCn1c(O)c(/C=N/n2cnnc2)sc1=S,8%,0.4%,-12%,5%
O=S(=O)(c1cccs1)N1CCc2ccccc21,-6%,1.6%,-14%,-4%
COc1ccc(OCC(=O)Nc2nnc(S(=O)(=O)N3CCCCCC3)s2)cc1,-18%,-1.9%,17%[10.9 µM],-6%
CC(=O)c1ccc(NC(=O)C2CCC(CNS(=O)(=O)c3cccs3)CC2)cc1 (stereo not drawn),6%,8.4%,-5%[10.9 µM],2%
O=S(=O)(NCCc1csc2nc(-c3ccc(Cl)cc3)nn12)c1ccc(Oc2ccccc2)cc1,-16%,-3.4%,23%[10.9 µM],12%

# Random draw from the library (roughly 1.8% active in at least one column).
